Kir21 inh: inhibitors of mouse Kir2.1 inward-rectifier potassium channel; P35561; HEK293-Kir2.1, FluxOR thallium flux fluorescence; stronger effect = lower value; B-score at 10 µM; 310,000 tested, 0.85% active; AID 1672;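 active = fluorescence ratio B-score at or below minus 3 SD of library scores, with starting-brightness B-score within 2 SD, cut at about -4.2 in these data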;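 note: channel flux triggered by added potassium and thallium sulfate stimulus; B-score of peak minus minimum fluorescence over baseline after thallium stimulus; more negative B-score means stronger Kir2.1 block with less thallium influx; some compounds called inactive have numbers as strong as hits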
Target sequence (P35561 whole entry, looked up): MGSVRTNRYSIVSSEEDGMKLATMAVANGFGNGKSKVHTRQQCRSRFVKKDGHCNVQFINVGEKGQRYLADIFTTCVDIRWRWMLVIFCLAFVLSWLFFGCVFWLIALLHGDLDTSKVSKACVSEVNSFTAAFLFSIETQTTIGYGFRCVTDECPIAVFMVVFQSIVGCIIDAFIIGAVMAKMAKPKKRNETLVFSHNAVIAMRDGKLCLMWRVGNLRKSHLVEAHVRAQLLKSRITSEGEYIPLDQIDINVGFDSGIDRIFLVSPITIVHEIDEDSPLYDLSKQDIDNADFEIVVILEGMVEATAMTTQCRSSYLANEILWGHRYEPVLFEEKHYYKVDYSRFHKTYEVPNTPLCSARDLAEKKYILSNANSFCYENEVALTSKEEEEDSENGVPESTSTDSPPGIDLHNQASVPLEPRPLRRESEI
STK33 kinase inh: blocks human STK33 kinase activity; inhibition, % at 10 µM; AID 2661; purified STK33, MBP phosphorylation, ADP-Glo luminescence; Q9BYT3; 320,000 tested, 0.073% active;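 active = inhibition at or above 25%, using the most active replicate where run in duplicate; inactive = inhibition below 25%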
Target sequence (Q9BYT3 whole entry, looked up): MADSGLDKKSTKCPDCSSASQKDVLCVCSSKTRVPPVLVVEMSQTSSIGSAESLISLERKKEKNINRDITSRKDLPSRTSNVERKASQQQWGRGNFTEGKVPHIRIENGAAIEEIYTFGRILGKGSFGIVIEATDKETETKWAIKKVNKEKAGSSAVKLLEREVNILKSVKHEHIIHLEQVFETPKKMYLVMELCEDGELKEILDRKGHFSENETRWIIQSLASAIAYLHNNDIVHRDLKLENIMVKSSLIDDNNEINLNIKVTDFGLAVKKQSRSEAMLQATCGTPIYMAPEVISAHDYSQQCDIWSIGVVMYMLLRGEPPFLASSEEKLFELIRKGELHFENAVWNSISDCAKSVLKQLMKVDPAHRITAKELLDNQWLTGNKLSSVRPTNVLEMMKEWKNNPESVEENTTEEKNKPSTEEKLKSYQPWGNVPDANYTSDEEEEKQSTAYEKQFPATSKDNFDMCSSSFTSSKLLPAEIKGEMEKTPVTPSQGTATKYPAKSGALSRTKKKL
The depositor's hits bear a star; nt = not tested or not shown.

Structure	Kir21 inh	STK33 kinase inh
CC(C)(Cc1ccc(O)cc1)NC(=O)SCc1ccccc1	-1.1	8.5
CN(C(=O)c1ccno1)c1nnc(-c2ccccn2)s1	0.06	-0.3
Cc1ccc(S(=O)(=O)c2cc3c(=O)n4cccc(C)c4nc3n(Cc3ccncc3)c2=N)cc1	0.33	1.2
CCC(C(=O)NCCCN1CCCC1=O)n1c2ccccc2c2nc(=O)cc(C)n21 (stereo not drawn)	0.88	-1.3
Cc1nnc(SCC(=O)N2CCOCC2)[nH]c1=O	-0.42	-0.8
Cc1ccc(NC(=O)CCC(=O)N/N=C/c2ccccc2O)cc1	-1.3	-1.3
CCOc1cc(/C=N/NC(=O)C2CCCC2)ccc1OC(C)C	-1.5	-0.2
Cc1nn(-c2ccccc2)c(N)c1N=O	-0.07	-0.8

New compounds follow.
Structure	Kir21 inh	STK33 kinase inh
COc1ccc(-c2oc3cccnc3c2/C=C/c2ccc(OC)c(OC)c2)cc1	1.2	-0.5
O=C(CCCc1ccccc1)NCc1ccccc1Cl	1.3	-1.7
O=C(NCCO)NC(=S)c1ccccc1	1.5	0.5
CCOc1cc(N2CCOCC2)c(OCC)cc1NC(=O)c1ccc(-n2ccnc2)c([N+](=O)[O-])c1	-0.05	-0.8
Cc1nc2c(=O)n(-c3ccc(F)c(Cl)c3)nc(C)c2s1	-1.9	-1.3
CCOC(=O)c1cc2sc(C)cc2n1C(C)C(=O)OCC (stereo not drawn)	-1.7	-3.5
O=C(NCc1ccccc1F)c1cccc(S(=O)(=O)N2CCCCCC2)c1	nt	0.1
COc1ccc(C(=O)c2ccc(Cl)c([N+](=O)[O-])c2)cc1	1.2	0.8

Continuation.
Structure	Kir21 inh	STK33 kinase inh
COc1ccc2c(CCNC(=O)Nc3ccccc3)c[nH]c2c1	2.6	-0.9
CCn1c(SCc2nc3ccccc3[nH]2)nnc1-c1ccncc1	0.65	-0.7
O=C(O)c1cc(O)ccc1NC(=O)C(c1ccccc1)c1ccccc1	-0.66	-0.8
Cn1c(SCC(=O)N2CCN(c3ccccc3)CC2)nnc1-c1ccco1	0.67	-0.8
CCOc1ccc(OCc2ccc(C(=O)N3CCCC3)o2)cc1	0.29	-2.1
COC(=O)c1ccccc1NC(=O)NCc1ccc2c(c1)OCO2	-0.24	0.2
OCC1(Cc2ccccc2)CCCN(Cc2ccn[nH]2)C1 (stereo not drawn)	-0.61	-1.7
CC(=O)c1ccc(OC(C)C)c(CSc2nc(O)cc(=O)[nH]2)c1	0.11	1.9

Other results.
Structure	Kir21 inh	STK33 kinase inh
CN(C)/C=N/c1sc2c(c1C#N)CC(C)(C)NC2(C)C	-0.44	0.0
CN(CC(=O)Nc1ccccc1Cl)C(=O)COC(=O)c1cc(S(=O)(=O)N(C)C)ccc1N1CCCC1	0.48	nt
COC(=O)CNC(=O)CN1c2cccc3cccc(c23)S1(=O)=O	0.17	0.5
O=C(N/N=C/c1ccc(O)c(Br)c1)c1cc2c(ccc3ccccc32)o1	-0.08	-1.3
O=C1/C(=C/N(C(=O)c2ccco2)c2ccc(Br)cc2)Sc2ccccc21	-0.7	-0.8
COc1cccc(CN(C)C(=O)CNC(=O)c2ccc3c(c2)OCO3)c1OC	-1	-1.4
CCCOc1ccc(C(CC(=O)O)NC(=O)C23CC4CC(CC(C4)C2)C3)cc1 (stereo not drawn)	2.1	-1.5
Cc1ccccc1Cn1c2ccccc2c2cnn(CC(=O)NCCCN3CCN(C)CC3)c(=O)c21	-1.9	-0.4

The list continues:
Structure	Kir21 inh	STK33 kinase inh
CC(OC(=O)C1=COCCO1)C(=O)Nc1ccccc1C#N (stereo not drawn)	0.19	-0.8
Cc1cc(OCC(=O)OCC(=O)NCCN2C(=O)CSC2=O)ccc1Cl	nt	-1.3
O=C1CCCC(O)=C1N=Nc1c(Cl)cc(C(F)(F)F)cc1Cl	-0.89	0.0
Cc1ccc2[nH]c3c(Cl)ncnc3c2c1	-0.04	2.9
O=C(O)CC(c1ccc(F)cc1F)N1Cc2ccccc2C1=O (stereo not drawn)	0.04	-2.0
CC(Oc1ccc(F)cc1)C(=O)Nc1cc(S(=O)(=O)N2CCOCC2)ccc1N1CCN(C)CC1 (stereo not drawn)	-0.01	-0.1
Cn1nnnc1SCCNCc1ccccc1OCc1ccccc1	0.03	-0.5
Cc1nonc1OCCNCc1c(C(=O)N(C)C)nc2ccc(Cl)cn12	-1.6	0.7

Additional structures follow:
Structure	Kir21 inh	STK33 kinase inh
O=C(O)CNC1=NCCCCC1	0.7	0.7
CCOc1cccc(NC(=O)C2CC(=O)NC(=Nc3ccccc3)S2)c1 (stereo not drawn)	-0.14	0.2
COc1ccc(NC(=O)O/N=C2/CCCc3ccc(OC)cc32)cc1	-1.2	-1.2
COC(=O)C(=C/C(C)=C/c1cccnc1)C(=O)OC	-0.13	-1.6
COC(=O)c1ccc(CNC(=O)Cn2cnc3c(SC)nc(N)nc32)cc1	nt	3.1
COC(=O)C(O)(CC(=O)Nc1cc(OC)c(OC)c(OC)c1)C(F)(F)F (stereo not drawn)	-0.09	-24
S=C(NCCN1CCOCC1)Nc1ccc(Cl)c(Cl)c1	0.08	-1.1
Cc1ccnc(NC(=O)C(Cc2ccccc2)NC(=O)c2ccccc2)c1 (stereo not drawn)	nt	-0.4

Remaining list, next part
Structure	Kir21 inh	STK33 kinase inh
CCOc1cccc(C(=O)Nc2cccc(-c3nc4ncccc4o3)c2C)c1	-0.49	-0.9
CC(NC(=S)N1CCOCC1)c1ccccc1 (stereo not drawn)	-2.5	-0.1
CC1CN(S(=O)(=O)c2cc(C(=O)NCc3ccncc3)ccc2Cl)CC(C)O1 (stereo not drawn)	nt	-0.1
O=C(CN1C(=O)c2cccc3cccc(c23)C1=O)N1CCN(Cc2ccc3c(c2)OCO3)CC1	0.73	-0.9
Cc1ccc(C(=O)N2CCN(c3cc(=O)[nH]nc3-c3ccccc3)CC2)cc1	1.2	-0.3
O=C(COCc1cc(-c2ccc3c(c2)OCO3)on1)N1CCN(c2ccc(F)cc2)CC1	-0.91	-0.7
O=c1c2sccc2nc(SCc2cc(=O)n3cc(Cl)ccc3n2)n1Cc1ccccn1	0.18	-1.0
Cc1nn(CC(=O)OC(C)C(=O)Nc2ccccc2[N+](=O)[O-])c(C)c1[N+](=O)[O-] (stereo not drawn)	-0.16	-1.7

Retrieved by compound from the list above:
Structure	Kir21 inh	STK33 kinase inh
O=c1c2sccc2nc(SCc2cc(=O)n3cc(Cl)ccc3n2)n1Cc1ccccn1	0.18	-1.0
Cc1ccc(C(=O)N2CCN(c3cc(=O)[nH]nc3-c3ccccc3)CC2)cc1	1.2	-0.3
COC(=O)CNC(=O)CN1c2cccc3cccc(c23)S1(=O)=O	0.17	0.5
CCOC(=O)c1cc2sc(C)cc2n1C(C)C(=O)OCC (stereo not drawn)	-1.7	-3.5
O=C(N/N=C/c1ccc(O)c(Br)c1)c1cc2c(ccc3ccccc32)o1	-0.08	-1.3

The listing continues:
Structure	Kir21 inh	STK33 kinase inh
CCOC(=O)C1CCCN(c2c(NCCc3ccccc3)c(=O)c2=O)C1 (stereo not drawn)	-0.19	-0.2
O=C(COc1ccc(Br)cc1Cl)Nn1cnnc1	-0.9	-1.6
C[C@H](CO)N1C[C@H](C)[C@@H](CN(C)CC2CCCCC2)Oc2c(NS(=O)(=O)c3cccs3)cccc2C1=O	nt	-1.0
CCOc1ccc(CCNC(=O)C2=C(C)C(=O)OC23CCC(C)CC3)cc1OCC (stereo not drawn)	-0.96	-0.6
COc1cccc(NC(=O)Nc2ccc3c(c2)OCO3)c1	1.5	0.9
COc1ccc(CNC(=O)C2(CC3CC(c4ccccc4)=NO3)CCN(C(=O)CCCCCBr)CC2)cc1 (stereo not drawn)	4.2	-1.1
COc1ccc(-c2cnc(OC(C)(C)C)nc2OC(C)(C)C)cc1OC	1.9	-2.1
O=C(CSc1nnnn1C1CCCC1)Nc1ccccc1N1CCOCC1	-2.2	-2.0

(next part)
Structure	Kir21 inh	STK33 kinase inh
CSc1nnc(C)c(=O)[nH]1	0.01	1.0
O=S(=O)(/N=C(/Nc1ccc(F)cc1F)c1ccccc1)c1ccccc1	-0.47	0.4
COc1cc2c(cc1OC)C1=C(C#N)CCC(=NC(=O)c3ccc(Cl)cc3)N1CC2	-1.7	1.4
COc1ccccc1/C=N/NC(=O)c1nnn(-c2nonc2N)c1CSC1=NCCS1	0.38	-0.3
O=S(=O)(NCc1ccc(F)cc1)c1ccc(-n2cnnn2)cc1	-0.18	nt
CC1CC(C)(C)NC(=S)N1CCCC(=O)Nc1ccccc1F (stereo not drawn)	-0.01	-0.4
O=S(=O)(c1ccc(Br)cc1)n1c(Cc2ccccc2)nc2ccccc21	0.79	-0.9
O=C(CSc1nnc(-c2ccc(C(F)(F)F)cn2)s1)c1ccc(Cl)cc1	-0.51	-1.7

The listing continues:
Structure	Kir21 inh	STK33 kinase inh
CCOC(=O)c1nnc(-c2ccccc2)nc1NC	0.54	-1.2
Cc1ccc2nc(Nc3nc(C)cc(-c4ccccc4)n3)[nH]c(=O)c2c1	0.68	-1.2
Cc1cc(C[n+]2cc(Br)ccc2N)c2ncccc2c1	-1.4	-0.4
Cn1c(=O)[nH]c(=O)c2c1nc(N1CCNCC1)n2CCOc1ccccc1	-0.96	-0.2
Nc1nnc(-c2cc3ccccc3oc2=O)s1	1.6	0.2
Cc1ccnc(NS(=O)(=O)c2ccc(NC(=O)C3CCCO3)cc2)n1 (stereo not drawn)	1.3	-0.9
COCCCNC(=O)CCc1c(C)nc2c(-c3ccc(F)cc3)c(C)nn2c1C	-0.33	-0.3
CCCc1cc(=O)[nH]c(SCC(=O)NCCC2=CCCCC2)n1	0.95	-0.7

Continued:
Structure	Kir21 inh	STK33 kinase inh
O=C(Nc1ccccc1)N1CCN(c2ccc(C(F)(F)F)cn2)CC1	3.2	1.1
COc1ccc(C(=O)NCc2ccc(Cl)c(Cl)c2)cc1OC	-2.8	-0.2
CC1=CC(C)(C)n2c(O)c(N=NC(N)=S)c3c(C)ccc1c32	0.34	-2.9
COC(=O)c1ccccc1-n1c(CCC(=O)O)ccc1-c1ccccc1	1.1	-0.1
Cc1csc2nc(CNC(=O)c3ccco3)cn12	-0.2	1.6
CC(=O)Nc1ccc(S(=O)(=O)Nc2ccc(N3CCCCC3)cc2)cc1	nt	1.0
COc1cccc(-n2c(=S)sc3c(=O)n(-c4ccccc4OC)c(=S)[nH]c32)c1	1.2	-1.3
Cc1ccc(S(=O)(=O)Nc2nc3ccccc3nc2N2CCOCC2)cc1	nt	-3.3

Next section
Structure	Kir21 inh	STK33 kinase inh
CCOC(=O)c1sc(NC(=O)c2ccc(=O)[nH]c2)nc1C	-0.77	-2.6
CCc1ccc(C2c3[nH]c4ccccc4c3CCN2C(=O)c2ccc(=O)n(C)n2)cc1 (stereo not drawn)	1.9	-0.4
Cc1ccc([C@@H]2CC=C(C(=O)O)[C@H](c3ccc(F)cc3)N2S(=O)(=O)c2ccc(C)cc2)cc1	nt	7.5
Cc1n[nH]c(=O)nc1NCCN(C)C	0.68	-1.8
COc1cccc(/C=N/NC(=O)C(=O)NCc2ccco2)c1O	0.72	-0.2
Cc1ccnc(SCC(=O)Nc2cccc(S(=O)(=O)N3CCOCC3)c2)n1	nt	-0.5
COc1cccc(NC(=O)Cn2c(=O)n(CCC(=O)NC3CCN(Cc4ccccc4)CC3)c(=O)c3ccccc32)c1	1.1	-0.5
Cn1ccnc1C(=O)Cc1ccc([N+](=O)[O-])cc1	-0.24	-0.2

(further entries)
Structure	Kir21 inh	STK33 kinase inh
CC(=O)c1cc2c(cc1N/C(=N/S(=O)(=O)c1ccccc1)c1ccc(Cl)cc1)OCO2	-0.79	-1.8
O=C(CO/N=C1\CCCc2nonc21)Nc1ccccc1Cl	-0.33	nt
Cc1cc(OCC(=O)NCCCN2CCOCC2)c2c(C)cc(=O)oc2c1	0.74	-0.6
CCOc1ccccc1NC(=O)NCc1ccccc1F	1.5	-1.7
CCOc1ccc(-c2nonc2NC(=O)c2ccco2)cc1OCC	-0.31	0.1
Cn1c(=O)oc2cc(S(=O)(=O)N3CCC4(CC3)OCCO4)ccc21	-1.8	-0.4
COC(=O)C1=CO[C@@H](OC2OC(CO)C(O)C(O)C2O)[C@@H]2C(CO)=CC[C@H]12 (stereo partly drawn)	0.63	-0.4
Cc1nnc(SCCCN2C(=O)c3ccccc3C2=O)o1	-1.4	1.7

New compounds follow.
Structure	Kir21 inh	STK33 kinase inh
Cc1ccc(NC(=O)c2cccc(OCc3c(C)noc3C)c2)c(C)c1	0.03	0.6
COc1ccc(-c2csc(NC(=S)NC(=O)/C=C/c3ccc(C(C)C)cc3)n2)cc1OC	-2.3	-2.5
Cc1cc(C(=O)N/N=C/c2cccc3ccccc23)c(C)o1	-0.64	-0.8
CC1CN(CCc2ccccc2)C(C)C/C1=N/O (stereo not drawn)	0.26	-0.1
CCOC(=O)c1c(C)c(-c2ccccc2)n(CC(=O)NCCCN(CC)CC)c1C	1	-0.5
CC(C)c1ccc(/C=C2\NC(=O)NC2=O)cc1	1.6	-5.8
O=C(NC1CCCCC1)Oc1ccccc1	2.1	-1.3
NC(=O)CCCSc1nc2ccccc2[nH]1	0.17	1.1
COc1ccc(C(=O)Nc2ccccc2C(=O)Nc2cccc(C)n2)cc1	0.03	1.8
CCc1ccc(NC(=O)C(C)Sc2nc(-c3ccco3)c(C#N)c(=O)[nH]2)cc1 (stereo not drawn)	2.3	-1.7

Compounds were not picked by outcome. Share with any hit: about 0.84%.
